High-throughput results from PubChem.
CXXC DNA block = qHTS Fluorescence Polarization Assay for Inhibitors of MLL CXXC domain - DNA interaction | Histone-lysine N-methyltransferase 2A (Homo sapiens), Q03164 | MLL-CXXC / FITC-HOXA9 DNA fluorescence polarization | Potency, µM (doses to about 115 µM), for inactives: top-dose activity change, negative = inhibition, usual class: inhibitors | 290,000 tested, 0.037% active; active = well fitted inhibition curve with a large enough effect in the polarisation, with a control signal flat, not every such curve was filed as active; inconclusive = small, poorly fitted or top-dose-only effect, or effect the other way, or a change in a side signal; inactive = no such curve, though single readings can be large or run the other way; the % refers to the polarisation; also: potency is read from the fitted curve at half-maximal effect
Target sequence (Q03164 whole entry, looked up, the tested form may be a part): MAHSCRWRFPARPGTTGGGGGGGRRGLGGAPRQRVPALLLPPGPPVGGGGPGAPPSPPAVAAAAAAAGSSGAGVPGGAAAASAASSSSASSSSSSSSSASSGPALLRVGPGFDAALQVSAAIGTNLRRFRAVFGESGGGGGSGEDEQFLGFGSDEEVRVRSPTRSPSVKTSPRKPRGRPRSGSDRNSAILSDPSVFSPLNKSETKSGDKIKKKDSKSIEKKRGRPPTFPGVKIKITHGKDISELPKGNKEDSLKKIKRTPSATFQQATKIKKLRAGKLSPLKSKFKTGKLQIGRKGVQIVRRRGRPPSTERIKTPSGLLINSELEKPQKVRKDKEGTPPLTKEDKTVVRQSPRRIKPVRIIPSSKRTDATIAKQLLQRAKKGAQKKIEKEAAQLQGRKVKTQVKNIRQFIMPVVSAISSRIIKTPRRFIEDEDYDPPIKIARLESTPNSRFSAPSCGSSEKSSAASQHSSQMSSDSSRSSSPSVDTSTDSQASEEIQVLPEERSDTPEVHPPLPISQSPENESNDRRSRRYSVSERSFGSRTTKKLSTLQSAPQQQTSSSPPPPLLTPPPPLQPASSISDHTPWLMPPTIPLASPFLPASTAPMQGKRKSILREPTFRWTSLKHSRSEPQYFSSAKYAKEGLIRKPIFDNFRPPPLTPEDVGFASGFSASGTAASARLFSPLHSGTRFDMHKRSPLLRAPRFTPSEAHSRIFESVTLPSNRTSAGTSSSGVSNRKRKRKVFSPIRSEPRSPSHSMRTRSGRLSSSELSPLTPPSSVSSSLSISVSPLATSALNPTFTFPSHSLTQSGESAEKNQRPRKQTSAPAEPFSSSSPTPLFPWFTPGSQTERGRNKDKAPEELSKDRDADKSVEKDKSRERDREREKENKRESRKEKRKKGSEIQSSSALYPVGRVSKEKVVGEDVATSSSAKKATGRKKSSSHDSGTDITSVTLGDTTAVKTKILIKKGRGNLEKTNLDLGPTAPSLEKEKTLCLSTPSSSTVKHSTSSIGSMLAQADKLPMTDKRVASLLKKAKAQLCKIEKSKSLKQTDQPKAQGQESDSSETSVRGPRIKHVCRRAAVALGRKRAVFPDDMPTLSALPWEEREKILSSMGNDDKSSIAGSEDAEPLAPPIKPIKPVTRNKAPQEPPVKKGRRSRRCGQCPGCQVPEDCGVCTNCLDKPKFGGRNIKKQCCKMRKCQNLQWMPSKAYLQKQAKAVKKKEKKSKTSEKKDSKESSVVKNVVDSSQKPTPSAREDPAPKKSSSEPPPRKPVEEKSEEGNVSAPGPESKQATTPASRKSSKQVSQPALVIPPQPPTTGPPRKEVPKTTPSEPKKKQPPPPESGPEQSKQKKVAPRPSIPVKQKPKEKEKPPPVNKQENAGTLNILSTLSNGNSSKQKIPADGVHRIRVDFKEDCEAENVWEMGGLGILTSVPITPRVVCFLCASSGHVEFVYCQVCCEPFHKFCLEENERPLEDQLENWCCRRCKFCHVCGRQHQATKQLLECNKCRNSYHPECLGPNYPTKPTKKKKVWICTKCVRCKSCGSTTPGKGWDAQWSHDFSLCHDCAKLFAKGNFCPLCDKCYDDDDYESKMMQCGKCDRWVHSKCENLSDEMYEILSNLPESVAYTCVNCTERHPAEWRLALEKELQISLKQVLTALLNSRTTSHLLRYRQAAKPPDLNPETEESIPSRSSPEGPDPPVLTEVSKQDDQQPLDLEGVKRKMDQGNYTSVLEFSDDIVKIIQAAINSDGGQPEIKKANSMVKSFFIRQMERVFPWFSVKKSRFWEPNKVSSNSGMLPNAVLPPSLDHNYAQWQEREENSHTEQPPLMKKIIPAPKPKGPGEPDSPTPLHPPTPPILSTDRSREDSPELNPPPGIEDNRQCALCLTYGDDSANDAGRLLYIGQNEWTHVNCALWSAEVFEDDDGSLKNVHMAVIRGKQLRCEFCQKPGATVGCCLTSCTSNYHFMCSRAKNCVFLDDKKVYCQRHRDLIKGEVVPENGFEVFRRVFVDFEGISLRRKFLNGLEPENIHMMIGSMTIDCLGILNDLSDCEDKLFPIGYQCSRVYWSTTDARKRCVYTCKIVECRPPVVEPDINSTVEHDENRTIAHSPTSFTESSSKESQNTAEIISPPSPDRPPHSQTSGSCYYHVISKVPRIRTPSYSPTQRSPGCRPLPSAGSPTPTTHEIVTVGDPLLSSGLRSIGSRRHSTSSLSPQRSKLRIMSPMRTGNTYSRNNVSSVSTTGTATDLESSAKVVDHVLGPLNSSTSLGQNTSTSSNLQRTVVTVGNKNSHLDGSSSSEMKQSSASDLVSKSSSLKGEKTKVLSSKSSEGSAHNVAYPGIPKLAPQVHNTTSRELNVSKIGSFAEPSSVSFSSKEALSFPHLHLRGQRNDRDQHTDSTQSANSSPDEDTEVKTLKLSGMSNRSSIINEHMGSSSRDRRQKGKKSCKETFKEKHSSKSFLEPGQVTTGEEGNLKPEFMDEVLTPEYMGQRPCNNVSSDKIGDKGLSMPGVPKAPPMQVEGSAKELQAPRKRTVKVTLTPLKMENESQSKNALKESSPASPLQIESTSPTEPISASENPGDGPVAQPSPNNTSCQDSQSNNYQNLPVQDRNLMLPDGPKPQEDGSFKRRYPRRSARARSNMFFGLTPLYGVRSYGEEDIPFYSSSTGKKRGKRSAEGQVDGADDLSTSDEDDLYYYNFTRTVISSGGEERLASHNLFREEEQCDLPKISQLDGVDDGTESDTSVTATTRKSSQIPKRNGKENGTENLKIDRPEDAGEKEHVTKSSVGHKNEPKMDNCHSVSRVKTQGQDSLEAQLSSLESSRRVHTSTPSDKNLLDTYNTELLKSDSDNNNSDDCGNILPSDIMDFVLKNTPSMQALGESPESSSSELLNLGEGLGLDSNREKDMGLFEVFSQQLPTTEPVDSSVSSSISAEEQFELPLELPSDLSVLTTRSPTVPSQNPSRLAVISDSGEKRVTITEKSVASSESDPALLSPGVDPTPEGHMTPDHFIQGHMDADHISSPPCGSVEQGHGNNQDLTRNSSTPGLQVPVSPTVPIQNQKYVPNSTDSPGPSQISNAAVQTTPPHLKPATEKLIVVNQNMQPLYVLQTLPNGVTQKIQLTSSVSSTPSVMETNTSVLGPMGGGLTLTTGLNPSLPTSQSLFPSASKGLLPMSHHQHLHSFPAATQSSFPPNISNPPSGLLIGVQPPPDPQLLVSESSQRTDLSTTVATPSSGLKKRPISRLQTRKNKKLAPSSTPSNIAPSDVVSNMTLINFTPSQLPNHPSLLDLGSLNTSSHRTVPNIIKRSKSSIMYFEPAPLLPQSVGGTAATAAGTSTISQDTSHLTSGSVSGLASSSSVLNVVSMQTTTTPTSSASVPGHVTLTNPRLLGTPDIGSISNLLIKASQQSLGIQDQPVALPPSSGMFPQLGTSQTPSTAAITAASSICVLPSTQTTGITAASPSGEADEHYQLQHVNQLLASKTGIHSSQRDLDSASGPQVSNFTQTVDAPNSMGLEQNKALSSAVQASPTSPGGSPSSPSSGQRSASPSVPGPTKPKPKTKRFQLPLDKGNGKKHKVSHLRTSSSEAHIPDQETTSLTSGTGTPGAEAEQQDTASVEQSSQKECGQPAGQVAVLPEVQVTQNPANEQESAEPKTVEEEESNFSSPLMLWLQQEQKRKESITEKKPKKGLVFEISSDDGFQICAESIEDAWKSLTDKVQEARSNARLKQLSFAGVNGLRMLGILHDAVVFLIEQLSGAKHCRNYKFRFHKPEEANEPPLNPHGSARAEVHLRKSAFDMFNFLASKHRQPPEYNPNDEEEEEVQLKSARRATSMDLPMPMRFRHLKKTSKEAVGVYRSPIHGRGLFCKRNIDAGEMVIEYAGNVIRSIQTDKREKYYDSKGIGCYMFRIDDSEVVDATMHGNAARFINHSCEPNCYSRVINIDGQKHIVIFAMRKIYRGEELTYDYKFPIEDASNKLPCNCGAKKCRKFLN
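Purified MLL-CXXC (added from a 7 uM solution) was preincubated 5 min at ambient with pinned compounds in 50 mM Tris-HCl pH 7.5, 50 mM NaCl, 1 mM DTT, 0.05% BSA. Fluorescein-labeled HOX-A9 DNA (50 nM solution) followed, 30 min, then polarization read.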
FBPA coupling cs = qHTS Assay for Inhibitors of Fructose-1,6-bisphosphate Aldolase from Giardia Lamblia: Coupling assay counterscreen | coupling enzyme system counterscreen, AmpLite Red fluorescence | 290,000 tested, 0.67% active | activity change, negative = inhibition, % at 58.2 µM, hits read low; in the data active = activity change below about -30%; also: % is scaled to controls: 0 for no effect and ±100 for the full control effect
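Coupling enzymes only (glyceraldehyde-3-phosphate) + compound, at 57.5 uM final, 10 min RT; add substrate/coupling/AmpLite Red mix, 20 min RT; fluorescence ex 525/em 598 nm. Actives flag coupling-system interference.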
KCNH2 3.1 block = qHTS for Inhibitors of KCHN2 3.1: Mutant qHTS; activity change, % (tested at about 1.8 µM); 340,000 tested, 0.95% active; AID 720553, 2013; Potassium voltage-gated channel subfamily H member 2, brain isoform KCNH2 3.1 (human); U2OS KCNH2 3.1, thallium flux FluxOr; stronger effect = lower value;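 active = maximum activity change below -70%; inconclusive = maximum activity change from -70% to -50%; inactive = maximum activity change above -50%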;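 also: thallium influx rate constant from kinetic fluorescence after stimulation buffer; % is scaled to controls: 0 for no effect and ±100 for the full control effect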
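Normalized rate constant (relative to positive and negative DMSO controls) derived from a 2 min kinetic fluorescence read after stimulation; U2OS cells expressing the 3.1 isoform via virus at 1.77 x 10^8 /mL.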
TRPV1 ag = HTS Assay for Compounds that Act as Agonists of the Vanilloid Receptor 1. Transient receptor potential cation channel subfamily V member 1 (Homo sapiens), Q8NER1. TRPV1-expressing cells, Fluo-8 calcium influx, agonist mode. activation, % at 8.33 µM. 320,000 tested, 0.19% active. AID 540275, 2011; in the data active = activation above about 80%; inconclusive = between about 30% and that limit; also: 0% is about no effect
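Fluo-8 calcium influx in TRPV1-expressing cells, kinetic read (ex 480/em 520 nm). Compound added and read 3 min for agonist activity, followed by capsaicin at EC20 final and 2 min further read for enhancement.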
USP2a block = qHTS Assay for Inhibitors of Ubiquitin-specific Protease USP2a Using CHOP2 as the Reporter; Ubiquitin carboxyl-terminal hydrolase 2 (Homo sapiens), O75604; 330,000 tested, 0.01% active; AID 463254, 2010; USP2 core, Ub-CHOP2 coupled fluorogenic reporter, 485/531; Potency, µM (top dose mostly 38.3 µM), without a hit: at the highest dose activity change, negative = inhibition, usual class: inhibitors;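 also: potency is read from the fitted curve at half-maximal effect; plate controls were DMSO wells for no effect and full inhibition by NEM control for full effect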
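Cell-free coupled assay: 10nM USP2 core preincubated 30min RT with compound in Tris-HCl pH 8.0/CaCl2/CHAPS buffer, then 25nM Ub-CHOP2 and 25nM reporter substrate; fluorescence (Ex 485/Em 531) read after 60min RT, normalized to NEM inhibition, concentration-response curves fitted.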
B2AR arrestin = qHTS assay of beta-arrestin-biased ligands of beta2-adrenergic receptor; beta-arrestin recruitment to beta2AR, cell-based reporter; Potency, µM (top dose mostly 46.1 µM), inactives show top-dose activation, hits mostly activators; 330,000 tested, 0.02% active; AID 492947, 2010;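 also: potency is read from the fitted curve at half-maximal effect; 0% = DMSO controls and full agonism = EC100 isoproterenol or metaproterenol; nearly all actives have a fitted effect of over 65% in size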
PKM2 act = qHTS Assay for Activators of Human Muscle isoform 2 Pyruvate Kinase | purified PKM2, Kinase-Glo ATP luminescence, activation; response scale: 0% is enzyme alone, no compound | 260,000 tested, 0.34% active | Potency, µM (highest dose often 57.5 µM), for the others: at the highest dose activation, usual class: activators; also: potency is read from the fitted curve at half-maximal effect; % is scaled to controls: 0 for no effect and ±100 for the full control effect; nearly all actives have a fitted effect of over 55% in size
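ATP formation by purified human PK-M2, quantified via coupled luciferase luminescence after 1 h at room temperature with 0.1 mM ADP and 0.5 mM PEP final.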
hERG WT inh = qHTS for Inhibitors of KCHN2 3.1: Wildtype qHTS; activity change, % at 1.84 µM; Voltage-gated inwardly rectifying potassium channel KCNH2 (Homo sapiens), Q12809; 340,000 tested, 0.37% active; U2OS, BacMam KCNH2, thallium flux FluxOr; stronger effect = lower value;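 active = maximum activity change below -70%; inconclusive = maximum activity change between -70% and -50%; inactive = maximum activity change above -50%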; also: % is scaled to controls: 0 for no effect and ±100 for the full control effect
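U2OS cells were transduced with wild-type KCNH2 virus (2.03 x 10^8 / mL) for 4 h at room temperature, then cultured overnight at 37 C. Thallium flux was read with FluxOr dye. Rate constants were normalized to DMSO controls.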
Giardia kill = Small Molecules that selectively kill Giardia lamblia: qHTS. Giardia lamblia trophozoite viability. activity change, % at 7.66 µM, hits read low. 340,000 tested, 0.15% active. AID 540267, 2011; in the data active = activity change below about -80%; inconclusive = between about -30% and that limit;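 also: parasites exposed to compound for two days anaerobically before the ATP read; % is scaled to controls: 0 for no effect and ±100 for the full control effect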
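Each well holds 100 Giardia trophozoites and compound. After two days (48 hrs) at 37 deg C in anaerobic conditions, ATP is quantified by luminescence.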
Menin-MLL TR inh = qHTS Assay for Inhibitors Targeting the Menin-MLL Interaction in MLL Related Leukemias: Competition With Texas Red Labeled MLL-derived Mutant Peptide. O00255. Menin + Texas Red MLL mutant peptide, fluorescence polarization. Potency, µM (highest dose often 61.6 µM), for the others: at the top dose FP activity change, negative = inhibition, usual class: inhibitors. 270,000 tested, 0.23% active; active = well fitted inhibition curve with a large enough effect in the polarisation, with a control signal flat, not every such curve was filed as active; inconclusive = small, poorly fitted or top-dose-only effect, or effect the other way, or a change in a side signal; inactive = no such curve, though single readings can be large or run the other way; the % refers to the polarisation; also: potency is read from the fitted curve at half-maximal effect; % of control where 0% means no effect; many of its hits are not listed in these tables
GALK inhibitor = qHTS Assay for Inhibitors of Human Galactokinase (GALK); 270,000 tested, 0.007% active; Purified GALK, Kinase-Glo residual ATP luminescence; Potency, µM (highest dose often 57.5 µM), for the others: at the top dose activity change, negative = inhibition, usual class: inhibitors; P51570; AID 1868, 2009; also: potency is read from the fitted curve at half-maximal effect; % is scaled to controls: 0 for no effect and ±100 for the full control effect
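Luminescence from leftover ATP (Ultra-Glo luciferase/luciferin) served as read-out after a 1 h room-temperature reaction of 5 nM GALK with 35 uM ATP and 100 uM galactose.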
Starred values were filed as active, the others as inactive; i = inactive; ? = inconclusive; · = not tested or not shown; [ ] = dose if it differs, or a comment. Unless noted, calls follow the shape of the dose curve; as a rule, active = well fitted curve in the direction sought with a large enough effect; inconclusive = small, poorly fitted or top-dose-only effect, or another doubt; inactive = no such curve, though single readings can be large; an effect the other way counts as inactive or inconclusive. A portion of the library; count on the stated rates, not on these rows.

SMILES	CXXC DNA block	FBPA coupling cs	KCNH2 3.1 block	TRPV1 ag	USP2a block	B2AR arrestin	PKM2 act	hERG WT inh	Giardia kill	Menin-MLL TR inh	GALK inhibitor
CSc1nc(N)nc(SCC(=O)Nc2cccc(F)c2)c1C#N	-6%	-2	-6	-3	2%	-0.4%	1.4µM*	5	7	?	-2%
O=C(NN=C1CCN(Cc2ccccc2)CC1)c1ccccc1	4%	2	12	1	3%	-0.8%	4%	6	-2	-1%	-5%
CS(=O)(=O)c1ccccc1-c1nnc(-c2ccc(Cl)cc2)o1	9%	2	-1	-3	2%	0.1%	9%	-23	-1	12%	0%
CCN(CC)CCN(C)Cc1ccc(Br)cc1	-3%	0	6	5	-16%	0.0%	-18%	40	-9	10%	-3%
Cc1ccc(S(=O)(=O)CCC(=O)OCC(=O)N2CCc3ccccc32)cc1	1%	0	·	1	0%	-0.6%	-1%	11	6	-5%	3%
Cc1nc(N2CCOCC2)sc1C=O	-2%	-1	15	-1	2%	0.1%	3%	-3	14	1%	-3%
O=C(Nc1ccc2c(c1)C(=O)OC2)c1ccccc1Cl	17%	3	-4	-2	-1%	-0.3%	-5%	1	-7	-7%	-1%
COc1ccc(/C=N/OCC(=O)N(Cc2ccccc2)c2ccccc2C(=O)O)cc1	-3%	25	·	12	0%	0.0%	-6%	-6	-9	1%	0%
COC(=O)c1cnn(-c2ccccc2)c1/C=N/NC(=S)Nc1ccc(Cl)cc1	14%	-8	2	-1	0%	-1.0%	-2%	4	-3	·	1%
N#Cc1c(N2CCSCC2)nsc1-c1ccccc1Cl	0%	1	-15	?	-1%	3.1%	·	12	-8	?	1%
CCc1nnc(NC(=O)c2ccc(COc3ccccc3Cl)o2)s1	3%	3	5	3	2%	0.1%	·	16	-13	·	-1%
O=C1CCCN1CCC1CCN(C2CC(=O)N(c3ccc(F)cc3)C2=O)CC1 (stereo not given)	-8%	3	2	-1	·	·	2%	-5	-4	-6%	1%
CN1CCN(S(=O)(=O)c2cccc(C(=O)NCCC3=CCCCC3)c2)CC1	·	·	10	5	2%	-0.6%	·	34	-12	·	·
COCc1cc(C)nc(N2CCN(Cc3ccccc3)CC2)c1C#N	-6%	1	-18	2	-4%	0.5%	-19%	12	16	-3%	1%
COCCN(C(=O)C(=O)NC1CCCC1)C(C(=O)NC1CCCC1)c1ccccc1F (stereo not given)	-2%	1	8	15	1%	-0.4%	4%	·	11	4%	-4%
Cc1nn(CCC#N)c(N)c1C1(O)C(=O)Nc2c(Cl)cc(Cl)cc21 (stereo not given)	1%	-10	5	-4	0%	-0.2%	0%	-2	-25	·	·
COc1ccc2cc(C(=O)N(C)Cc3ccccc3)[nH]c2c1	12%	-1	-6	1	-1%	-0.4%	·	-7	42[activator]	?	·
CCOC(=O)c1cc(NC(=O)c2ccco2)ccc1N1CCOCC1	6%	-1	-28	6	1%	-1.2%	-1%	7	28	2%	-1%
Cc1nnc(SCC(=O)N(CCC#N)c2ccc3c(c2)OCCO3)s1	·	·	0	-4	3%	-0.1%	·	12	-7	·	·
O=C1C2C3C=CC(C4CC34)C2C(=O)N1c1cc(Cl)ccn1 (stereo not given)	-9%	4	12	-2	-1%	-0.8%	2%	5	1	·	·
CCc1ccc(-n2c(SCC(=O)Nc3cc(C)[nH]n3)nc3[nH]ncc3c2=O)cc1	0%	-2	7	-3	0%	0.0%	2%	-1	-5	1%	0%
COC(=O)c1ccc(S(=O)(=O)c2ccc(Cl)cc2)c(N)c1	2%	0	6	14	2%	0.2%	·	-11	6	-21%	2%
O=C(c1cccc(S(=O)(=O)N2CCCc3ccccc32)c1)N1CCN(c2ccccc2)CC1	·	·	-22	·	4%	0.1%	·	0	-9	·	·
Cc1ccc(CCNS(=O)(=O)c2cc(Br)cnc2N)cc1	-5%	·	-5	11	3%	0.3%	·	-14	1	·	7%
COc1ccccc1-n1cn[nH]c1=S	-10%	0	-14	2	12%	-0.2%	-2%	9	6	·	-1%

5 entries picked at random from those above:
SMILES	CXXC DNA block	FBPA coupling cs	KCNH2 3.1 block	TRPV1 ag	USP2a block	B2AR arrestin	PKM2 act	hERG WT inh	Giardia kill	Menin-MLL TR inh	GALK inhibitor
COC(=O)c1cnn(-c2ccccc2)c1/C=N/NC(=S)Nc1ccc(Cl)cc1	14%	-8	2	-1	0%	-1.0%	-2%	4	-3	·	1%
COc1ccccc1-n1cn[nH]c1=S	-10%	0	-14	2	12%	-0.2%	-2%	9	6	·	-1%
O=C1CCCN1CCC1CCN(C2CC(=O)N(c3ccc(F)cc3)C2=O)CC1 (stereo not given)	-8%	3	2	-1	·	·	2%	-5	-4	-6%	1%
N#Cc1c(N2CCSCC2)nsc1-c1ccccc1Cl	0%	1	-15	?	-1%	3.1%	·	12	-8	?	1%
Cc1ccc(S(=O)(=O)CCC(=O)OCC(=O)N2CCc3ccccc32)cc1	1%	0	·	1	0%	-0.6%	-1%	11	6	-5%	3%

Sorted by the number under Menin-MLL TR inh (high to low): some entries from above
Molecule | CXXC DNA block | TRPV1 ag | B2AR arrestin | PKM2 act | Menin-MLL TR inh | GALK inhibitor
CCN(CC)CCN(C)Cc1ccc(Br)cc1 | -3% | 5 | 0.0% | -18% | 10% | -3%
O=C(NN=C1CCN(Cc2ccccc2)CC1)c1ccccc1 | 4% | 1 | -0.8% | 4% | -1% | -5%
O=C(Nc1ccc2c(c1)C(=O)OC2)c1ccccc1Cl | 17% | -2 | -0.3% | -5% | -7% | -1%

Remaining list, next part.
SMILES	CXXC DNA block	FBPA coupling cs	KCNH2 3.1 block	TRPV1 ag	USP2a block	B2AR arrestin	PKM2 act	hERG WT inh	Giardia kill	Menin-MLL TR inh	GALK inhibitor
O=C(Nc1ccccn1)c1ccc([N+](=O)[O-])cc1Cl	-1%	2	-24	-1	-2%	-0.3%	3%	4	-23	-5%	-1%
CN1CCC(N(C)C(=S)Nc2ccc(SC(F)F)cc2)CC1	6%	5	-27	1	-2%	-0.5%	5%	15	-4	-15%	0%
Cc1cc2c3c([nH]c2cc1S(=O)(=O)NCc1ccc(CN2CCCCCC2)o1)CCCC3=O	15%	4	16	-1	0%	0.4%	2%	-11	1	2%	4%
Cc1ccc(/C=C2\SC(=S)N(CC(=O)Nc3ncc(Cc4ccccc4Cl)s3)C2=O)cc1	12%	-1	·	1	-1%	0.3%	1%	·	·	·	3%
CC1(C)CCCC(C)(C)N1CC(O)COCCOc1ccc(Br)cc1 (stereo not given)	8%	3	-7	-8	6%	-1.5%	20%	38	-4	-13%	0%
O=C(CN(c1ccc(F)cc1)S(=O)(=O)c1ccc2c(c1)OCCO2)NCc1ccncc1	-1%	5	1	26	3%	0.1%	3%	4	28	24%	-1%
O=C(NCC1CCCCC1)c1cccc(-c2ccc(O)cc2)c1	-4%	-1	-22	3	-10%	-0.9%	0%	0	10	100%[activator]	6%
CCC(C)NC(=O)N[C@@H](CCSC)C(=O)O (stereo not given in full)	-1%	0	7	2	0%	-3.0%	0%	-18	0	-4%	0%
N#CC1=C(N)C2=CCCC[C@H]2[C@H](c2ccccc2)C1(C#N)C#N	0%	-3	-7	-6	3%	-0.1%	19%	-8	-6	10%	-1%
COCCCNC(=O)Cn1cc(C(C)=O)c2ccccc21	1%	0	16	0	1%	0.1%	0%	3	8	-9%	1%
CCc1ccc(CCC(=O)Nc2nccs2)o1	-8%	3	5	13	3%	-0.2%	-2%	1	-2	-8%	-4%
Cc1ccc(S(=O)(=O)C(C)C(=O)NCCS(=O)(=O)c2ccc(Cl)cc2)cc1 (stereo not given)	8%	3	6	12	3%	-0.2%	1%	i	-8	1%	-1%
CCC1(CC)NC(=O)N(CC(=O)OCC(=O)Nc2cc(OC)ccc2OC)C1=O	·	·	6	-2	2%	0.2%	·	1	4	·	·
COc1ccc(CNC(=O)Cn2ccc3cc(S(=O)(=O)N4CCCC4)ccc32)cc1OC	5%	1	?	?	4%	-0.9%	·	-11	8	-9%	-3%
